# Assay outcomes from PubChem.
# PP5 inh: blocks human protein phosphatase 5 activity. 320,000 compounds, 0.18% hits. AID 1987. inhibition, % at 6.7 µM. P53041. purified PP5c, OMFP substrate fluorescence;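 active = inhibition above the campaign's mean inhibition across all tested compounds plus 3 SD, cut at about 9.5% in these data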;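 note: 0% = DMSO only and 100% = 100 µM cantharidin control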
# PP1 counter: blocks human PP1-alpha phosphatase, a PP5 counter-screen; P62136; 320,000 compounds, 0.9% hits; inhibition, % at 6.7 µM; purified PP1alpha, OMFP fluorescence;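 active = inhibition above the mean inhibition of all tested compounds plus 3 SD, computed separately for each screening campaign, cut at about 15% in these data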
# procasp3 activ: procaspase-3 (human) activation. activation, % at 8.5 µM. P42574. 330,000 compounds, 0.11% hits. recombinant procaspase-3 D3A, Ac-DEVD-pNA absorbance 405 nm;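 active = activation above the mean of all tested compounds plus 3 SD, cut at about 21% in these data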;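 note: 0% = DMSO alone and 100% = DMSO wells spiked with extra 5 µM PC-3 D3A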
#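 Assay system: Procaspase-3 D3A mutant, all three cleavage aspartates alanine. Buffer or medium: Zinc-free HEPES saline buffer with Triton X-100. Times: 1 h compound preincubation, 2 h substrate hydrolysis at 25 °C. Measured by: 405 nm absorbance of p-nitroaniline, reads at 0 and 120 min. Read-out basis: percent activation relative to control range. Replicates: singlicate.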
# procasp7 counter: counter-screen: procaspase-7 (human) activation; P55210; recombinant procaspase-7, Ac-DEVD-pNA absorbance 405 nm; D23A/D198A/D206A triple mutant, cannot self-cleave; scale: DMSO 0, 5 µM enzyme 100; activation, % at 8.5 µM; 330,000 compounds, 0.093% hits; AID 463210;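 active = percent activation above the screen-wide mean plus 3 SD, cut at about 25% in these data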
#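 Replicates: singlicate. Assay system: Procaspase-7 triple mutant (PC-7 D3A). Signal: 405 nm absorbance of p-nitroaniline. Times: 1 h preincubation, 2 h reaction. Buffer or medium: Zinc-free HEPES pH 7.4 with 300 mM NaCl, 0.01% Triton X-100. Also added: DEVD-pNA substrate. Benchmarks: DMSO wells as 0%, DMSO with 5 µM added PC-7 as 100%.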
# GRK2 inh: inhibitors of human GRK2 displacing RNA aptamer. AID 488847. inhibition of aptamer binding, % at 10 µM. bead flow cytometry, FAM-aptamer displacement from GRK2. P25098. 330,000 compounds, 0.59% hits;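 active = inhibition of aptamer binding above 40%, roughly 3 SD of noise, on plates passing a quality check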;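 note: median bead fluorescence of bound FAM aptamer so fluorescent compounds give negative values; no value below 0 was filed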
# JMJD2C inh: blocks human GASC-1 demethylase activity | GST-JMJD2C(1-420) H3K9me3 demethylation, DELFIA europium | inhibition, % at 2.35 µM | 330,000 compounds, 0.069% hits | Q9H3R0;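 active = more than half of a compound's replicate wells show inhibition beyond 50%, single wells judged on their own value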;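 note: signal counts dimethyl H3K9 product captured on neutravidin plate; 0% = median of DMSO wells and 100% = 0.3 times that DMSO median; strong numbers were not always called active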
# VLA-4 inh: inhibition in a human VLA-4 binding assay; P13612; VLA-4 expressing cells, ligand binding flow cytometry; inhibition, % (about 7 µM as worked out from the volumes in the protocol); 330,000 compounds, 0.2% hits; AID 2557; in the data active = inhibition above about 50%
# Target sequence (P13612 whole entry, looked up): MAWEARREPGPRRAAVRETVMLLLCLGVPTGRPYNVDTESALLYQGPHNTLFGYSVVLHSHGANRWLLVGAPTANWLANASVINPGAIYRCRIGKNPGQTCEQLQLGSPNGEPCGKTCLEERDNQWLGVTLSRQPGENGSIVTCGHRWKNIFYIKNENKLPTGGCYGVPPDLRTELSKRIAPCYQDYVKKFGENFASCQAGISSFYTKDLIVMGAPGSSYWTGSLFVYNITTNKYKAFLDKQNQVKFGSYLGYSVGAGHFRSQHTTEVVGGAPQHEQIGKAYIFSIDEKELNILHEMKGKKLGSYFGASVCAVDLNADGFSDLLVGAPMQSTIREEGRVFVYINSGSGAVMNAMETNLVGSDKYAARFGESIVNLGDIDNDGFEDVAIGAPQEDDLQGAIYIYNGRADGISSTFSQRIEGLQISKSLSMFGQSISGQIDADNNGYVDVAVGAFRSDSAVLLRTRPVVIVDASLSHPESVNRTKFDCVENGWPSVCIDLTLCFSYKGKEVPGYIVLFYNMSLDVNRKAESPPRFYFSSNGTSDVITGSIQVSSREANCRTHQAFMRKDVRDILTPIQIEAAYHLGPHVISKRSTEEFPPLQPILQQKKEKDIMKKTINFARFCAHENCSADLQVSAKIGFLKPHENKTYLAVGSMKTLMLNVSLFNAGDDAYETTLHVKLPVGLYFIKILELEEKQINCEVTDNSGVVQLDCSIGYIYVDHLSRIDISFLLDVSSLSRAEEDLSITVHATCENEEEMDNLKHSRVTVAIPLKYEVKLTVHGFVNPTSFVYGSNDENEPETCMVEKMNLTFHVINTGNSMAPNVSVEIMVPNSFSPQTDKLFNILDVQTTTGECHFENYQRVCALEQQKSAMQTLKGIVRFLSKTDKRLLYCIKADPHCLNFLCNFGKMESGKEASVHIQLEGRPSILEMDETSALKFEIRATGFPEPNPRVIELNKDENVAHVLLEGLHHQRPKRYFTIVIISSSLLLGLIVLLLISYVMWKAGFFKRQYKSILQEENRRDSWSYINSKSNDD
# Fh CTSL1 inh: blocks F. hepatica cathepsin L1 in PFM18AAP counter-screen; 300,000 compounds, 0.49% hits; inhibition, % at 5.96 µM; recombinant F. hepatica cathepsin L1, Z-Leu-Arg-MCA fluorescence;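 active = inhibition above the mean of all tested compounds plus 3 SD, set per screening campaign, cut at about 17% in these data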;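 note: 0% = plate median of test compound wells and 100% = 1 µM Z-Phe-Ala-diazomethylketone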
# HCV core dimer: HCV core protein dimerization inhibition | inhibition, % at 5 µM | 300,000 compounds, 0.33% hits | TR-FRET GST/Flag-core106 dimerization, 1536-well;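 active = inhibition above the mean of all tested compounds plus 3 SD, set per screening campaign, cut at about 45% in these data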
#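 Test system: GST/Flag-tagged HCV core106 proteins; Medium: KF-containing HEPES buffer, pH 7.45, DTT, CHAPS, BSA; Times: compound-protein-antibody incubation 4 h at 22.5 °C; Detection: TR-FRET 671 and 617 nm emission; Benchmarks: wells lacking GST-core106 and wells with excess unlabelled core106.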
# Starred values were filed as active, the others as inactive; i = inactive; · = no result given.
SMILES,PP5 inh,PP1 counter,procasp3 activ,procasp7 counter,GRK2 inh,JMJD2C inh,VLA-4 inh,Fh CTSL1 inh,HCV core dimer
Cc1nc2ccc(S(=O)(=O)NCC(=O)Nc3cccc(F)c3)cc2s1,2.3,1,4,2,1,9,12,-1,-1
Cc1ccnc(SCC(=O)O)n1,2.1,-3,6,9,0,20,10,-3,4
COc1ccc(S(=O)(=O)N2CCOCC2)cc1C(=O)NCc1ccccc1CN1CCCC1,2.0,0,5,-8,0,4,11,·,·
Nc1ccc2c(c1)C(=O)N(c1cccc3ccccc13)C2=O,1.2,0,5,-1,0,0,13,-2,3
COC(=O)c1ccccc1NC(=O)Nc1c(C)n(C)n(-c2ccccc2)c1=O,2.0,1,-2,-14,0,3,5,-1,-1
CCOC(=O)c1c(C)[nH]c(C(=O)COC(=O)COc2ccccc2C=O)c1C,1.4,1,1,9,0,-21,10,-7,11
CCn1c(SCc2ccc(F)cc2)nnc1-c1nn(-c2ccccc2)ccc1=O,0.8,7,8,3,2,10,6,3,-2
Cc1cccc(N2CCN(C(=S)c3ccccc3)CC2)c1,3.0,-4,-5,-14,11,-3,11,-3,6
Cn1c(SCc2ccc(F)cc2Cl)nc2ccccc2c1=O,4.3,4,-3,1,0,-12,-1,·,·
COc1cc(-c2nnc(SCc3ccccc3Cl)o2)cc(OC)c1OC,0.3,-1,3,-4,1,-9,-9,7,-4
O=C(Cn1nnc2ccccc21)Nc1ccc([N+](=O)[O-])cc1,3.1,-3,4,3,1,-12,-8,-2,-1
CCNC(=O)CC1C(=O)N(c2ccc(C)cc2)C(=O)N1CCC(C)C (centres undefined),-0.1,-1,0,6,0,2,-21,-3,-5
CCCNC(=S)Nc1ccc(Nc2ccccc2)cc1,2.7,-3,-18,3,5,36,20,3,-14
O=C(c1ccc(N2CCC3(CC2)OCCO3)c([N+](=O)[O-])c1)N1CCOCC1,0.4,0,8,-9,0,3,4,5,3
c1coc(CNc2c3c(nc4ccccc24)CCC3)c1,1.3,0,0,0,0,10,-112,2,18
CS(=O)(=O)Nc1ccccc1C(=O)Nc1ccc2c(c1)OCCO2,0.7,-1,2,12,0,4,5,2,-5
C/C=C/Cn1c(SCc2ccccc2)nc2c1c(=O)[nH]c(=O)n2C,3.3,1,-15,-8,0,4,3,6,6
Fc1ccc(F)c(C2=NNC(=NCC3CCCO3)SC2)c1 (centres undefined),-0.8,-3,-1,-16,0,-7,-23,5,-3
O=C(CSc1nc(-c2ccccc2)c(-c2ccccc2)[nH]1)NCC1CCCO1 (centres undefined),-0.6,0,6,7,4,-18,11,3,-4
COCCn1c(SCc2nnc(-c3ccc(OC)c(OC)c3)o2)nnc1-c1ccncc1,-0.2,-5,-2,6,0,5,5,2,2
O=C1COc2ccccc2CN1,-1.9,-3,5,-1,2,7,3,0,2
O=C(O)C1C2C=CC(C2)C1C(=O)NCc1ccccn1 (centres undefined),-0.9,2,2,4,3,1,-2,-4,-1
COC(=O)c1ccncc1C(=O)Nc1ccc(OC)cc1,1.9,-1,3,-5,0,i,9,-2,0
O=C(/C=C(\c1ccccc1)n1cncn1)c1ccccc1,-0.6,0,-8,-7,1,-29,9,2,-4
COc1ccc(C(=O)N2CCN(S(=O)(=O)c3ccc(Cl)cc3)CC2)cc1OC,-1.5,-7,5,6,0,-26,14,-2,1
CCN(CCCNC(=O)C1CCN(C(=O)c2cc3sccc3n2C)CC1)Cc1ccccc1,0.7,0,1,3,0,9,15,1,-12
CCOC(=O)C1=C(C)NC2=C(C(=O)CC(c3ccc(OC)c(OC)c3)C2)C1c1ccc(C)o1 (centres undefined),3.6,1,-4,-5,1,12,15,1,-1
CN1CCc2c(sc3c2C(=O)NC(c2ccc4c(c2)OCO4)N3)C1 (centres undefined),2.6,-1,-10,-12,3,7,8,0,-22
Cc1ccc2nc(/C(C#N)=N/O)[nH]c2c1,2.3,2,9,10,0,10,-27,-1,-5
O=C(c1coc(=O)c(Br)c1)N1CCCc2ccccc21,-2.1,5,-9,-5,21,10,-484,0,38
CCOC(=O)[C@H]1[C@H]2COc3ccc(OC)cc3[C@@H]2N2C(=O)CN(Cc3ccc(Cl)cc3)C(=O)[C@@]12C,0.2,4,7,10,0,-1,10,·,·
CSc1nc(N(C)C)nc(N(C#N)CCOC(C)=O)n1,2.1,1,-4,1,3,-9,2,-4,0
CCOc1ccc(NS(=O)(=O)c2ccc3[nH]c(=O)c(=O)[nH]c3c2)cc1,-0.6,-4,5,0,2,13,6,-2,5
CC(C)(C)C1CCC(C(=O)NNC(=O)c2ccncc2)CC1 (centres undefined),0.2,-5,5,-4,0,-6,-1,3,0
Cc1cc(C(=O)CN2C(=O)C(=O)N(Cc3ccco3)C2=O)c(C)n1CCc1ccccc1,-0.6,3,-5,-5,0,2,6,·,·
Cc1cccc(CCNS(=O)(=O)c2ccc(S(=O)(=O)N3CCCCC3)cc2)c1,3.2,1,-1,-4,11,i,-9,2,3
COc1cc(NC(=S)N2CCC(C(N)=O)CC2)cc(OC)c1,-1.0,-3,-16,-11,6,-5,-14,-1,-6
CCc1nc(Nc2ccccc2)c2oc3ccccc3c2n1,5.8,1,-7,0,3,2,-12,3,-1
Cc1ccc(NC(=O)c2ccc(CSc3ccccn3)cc2)cc1,0.2,-3,-11,-1,3,-12,13,1,1
CCCC(=O)NC(=S)Nc1cccc(NC(=O)c2ccccc2Cl)c1,1.1,1,-7,5,0,6,12,-4,5

# For reference, part of the list above.
SMILES,PP5 inh,PP1 counter,procasp3 activ,procasp7 counter,GRK2 inh,JMJD2C inh,VLA-4 inh,Fh CTSL1 inh,HCV core dimer
Cc1ccc(NC(=O)c2ccc(CSc3ccccn3)cc2)cc1,0.2,-3,-11,-1,3,-12,13,1,1
CCCC(=O)NC(=S)Nc1cccc(NC(=O)c2ccccc2Cl)c1,1.1,1,-7,5,0,6,12,-4,5

# An excerpt from above in order of molar mass, rising.
SMILES,PP5 inh,PP1 counter,procasp3 activ,procasp7 counter,GRK2 inh,JMJD2C inh,VLA-4 inh,Fh CTSL1 inh,HCV core dimer
COC(=O)c1ccncc1C(=O)Nc1ccc(OC)cc1,1.9,-1,3,-5,0,i,9,-2,0
CCc1nc(Nc2ccccc2)c2oc3ccccc3c2n1,5.8,1,-7,0,3,2,-12,3,-1
Cc1ccc(NC(=O)c2ccc(CSc3ccccn3)cc2)cc1,0.2,-3,-11,-1,3,-12,13,1,1
CCCC(=O)NC(=S)Nc1cccc(NC(=O)c2ccccc2Cl)c1,1.1,1,-7,5,0,6,12,-4,5

# Sorted by the number under JMJD2C inh (lowest first): some entries from above
SMILES | JMJD2C inh
CC(C)(C)C1CCC(C(=O)NNC(=O)c2ccncc2)CC1 (centres undefined) | -6
COc1cc(NC(=S)N2CCC(C(N)=O)CC2)cc(OC)c1 | -5
CCOC(=O)[C@H]1[C@H]2COc3ccc(OC)cc3[C@@H]2N2C(=O)CN(Cc3ccc(Cl)cc3)C(=O)[C@@]12C | -1
O=C(O)C1C2C=CC(C2)C1C(=O)NCc1ccccn1 (centres undefined) | 1
CCOc1ccc(NS(=O)(=O)c2ccc3[nH]c(=O)c(=O)[nH]c3c2)cc1 | 13

# Following part
SMILES,PP5 inh,PP1 counter,procasp3 activ,procasp7 counter,GRK2 inh,JMJD2C inh,VLA-4 inh,Fh CTSL1 inh,HCV core dimer
Oc1ccc(Cl)cc1-c1cc(C(F)(F)C(F)F)nc(-c2ccccc2)n1,1.7,-4,1,4,1,7,-6,-2,2
CCOC(=O)c1c(-c2ccccc2)csc1NC(=O)C(C)NCCCN1CCOCC1 (centres undefined),2.5,5,-6,4,0,-7,-4,1,-4
CC(C)c1cc(C(=O)N2CCCC(Nc3ccc(F)cc3)C2)n[nH]1 (centres undefined),0.9,1,-1,5,1,-23,-11,3,-6
COC(=O)c1ccc(NC(=S)NC2CC2)cc1,-1.7,-1,6,-4,0,-7,0,-1,-1
COc1ccc(CNC(=O)CSc2nccn(-c3ccc(F)c(F)c3)c2=O)cc1,1.5,0,-7,-10,0,6,-9,3,-4
COc1ccc(NC(=O)CN2CCC(C(N)=O)CC2)cc1,-0.1,7,-8,-3,0,-1,-13,2,1
CCC1Nc2ncnc(N3CCN(c4ccccc4)CC3)c2N(Cc2ccc(OC)cc2)C1=O (centres undefined),1.6,3,-4,-6,1,-4,17,0,8
COc1ccc(C2CC(c3ccc(OC)cc3)n3nc(NC(=O)c4ccco4)nc3N2)cc1 (centres undefined),3.3,4,6,-13,1,-6,11,-3,21
COc1ccc(CNC(=O)Cn2nc(Cc3cccnc3)c3ccccc3c2=O)cc1,0.6,-3,-1,3,1,5,35,0,18
O=S(=O)(c1ccc(N2CCN(S(=O)(=O)c3ccc4c(c3)OCCO4)CC2)nc1)N1CCCC1,2.7,-1,3,15,0,8,-22,2,18
O=C(NC(=S)NCCCN1CCOCC1)c1ccc([N+](=O)[O-])cc1,2.3,-3,-2,9,0,-5,-1,2,-7
O=C1C=C(c2ccc(-c3ccccc3)cc2)C[C@@H](c2ccc(Cl)cc2)C1,-0.6,-1,3,-3,6,4,0,·,·
O=C(NCCCc1ccccc1)C1CC1,3.7,-4,-3,20,0,-21,29,-3,3
CCCN(CCC)Cc1cc2ccccc2c2c1COC2,0.1,-1,-1,1,0,4,9,-2,-5
Cc1c(C(=O)N(Cc2ccccc2)C(C)C)cnn1-c1ccccc1,-2.0,-3,11,6,0,6,17,0,-2
S=C(N/N=C/c1ccc2ncccc2c1)Nc1cccnc1,-0.1,-5,-7,-4,0,9,-2,7,-6
CC1=NN(C(=O)COc2ccccc2)C(O)(c2cccnc2)C1 (centres undefined),1.0,-5,8,5,0,-5,14,3,-1
COc1ccc(NC(=O)c2cc(S(=O)(=O)N3CCOCC3)cs2)cc1,4.6,-3,-3,-3,3,-40,2,-3,-1
Cc1sc2ncn(CC(=O)N3CCC(C(N)=O)CC3)c(=O)c2c1S(=O)(=O)N1CC(C)CC(C)C1 (centres undefined),1.1,-4,-7,-2,2,-34,-15,3,8
CCOC(=O)C1CCN(C(=O)CCn2c(=O)[nH]c3ccccc3c2=O)CC1,-1.0,-4,-6,10,1,2,16,-2,2
